# Source: PubChem
# E-sel TNF inh: E-selectin induction blockers in HUVEC – imaging, immunofluorescence, high content, primary screen. HUVEC TNFa-induced E-selectin immunofluorescence. inhibition, % at 2 µM. actives 0.71% (n = 120,000). AID 1246, 2008;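 active = inhibition above the batch mean plus 3 SD, and confirmed as a hit on visual image review, cut at about 43% in these data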;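 also: 0% = TNF-stimulated DMSO wells and 100% = unstimulated control wells; not every result past the cut was called active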
# Measles CPE: compounds protecting cells from measles virus cytopathic effect, primary screen, measles RdRp inhibitor project, single point, MLSMR library, absorbance; AID 841, 2007; actives 1.5% (n = 140,000); protection (pct of control), % at 4 µM; Measles virus-infected cells, CPE protection; in the data active = protection mostly above about 24%, no sharp cut-off; inactive = mostly below about 26%; also: some compounds called inactive have numbers as strong as hits
# HCT116 PTEN-null: growth suppression of PTEN-null HCT116, primary screen, cell-based, CellTiter-Glo; AID 827, 2007; actives 1.2% (n = 140,000); HCT116 PTEN-null viability, 60 h; active compounds read low; viability, % at 10 µM;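 active = viability at or below a set limit, 4 SD under the median of all tested compounds, cut at about 3.7% in these data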;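 also: PTEN knockout HCT116 line with beta catenin targeted HCT116 as companion control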
# BB579 growth dn: growth inhibitors of yeast BB579 in restrictive medium, primary screen, yeast lifespan-shortening project, S. cerevisiae; inhibition, % at 10 µM; AID 804, 2007; OD615, 48 h; actives 0.51% (n = 140,000);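 active = inhibition above a set limit, 3 SD over the mean compound inhibition, cut at about 44% in these data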; also: inactives centre near -24
#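 System: DeaD yeast strain BB579; buffer or medium: CSMM-D dextrose restrictive medium; technique: OD at 615 nm; schedule: 4 h cell preincubation, 48 h compound exposure, 30 °C humidified; doses: single 10 µM dose; controls: amphotericin B 10 µg/mL, positive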
# MRP1 act: H69AR viability gain despite doxorubicin, primary screen, MRP-1 activator project, H69AR cells, CellTiter-Glo | viability rescue | viability increase, % at 10 µM | actives 0.61% (n = 140,000) | AID 799, 2007;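 active = viability gain under doxorubicin at or above a set limit, the compound median plus 3 SD, cut at about 4.7% in these data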;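 also: MRP-1 overexpressing cells given doxorubicin 25 µM after compound pretreatment; 18-22 h compound pretreatment then 72 h with doxorubicin before readout; 0% = doxorubicin-only wells and 100% = vehicle-treated cells without doxorubicin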
# Phagocyt inh: inhibitors of macrophage phagocytosis, primary screen, imaging, J774A.1 cells, IgG beads. inhibition, % at 5 µM. actives 0.07% (n = 110,000). J774A.1 macrophage IgG-bead phagocytosis. AID 1029, 2008;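 active = inhibition above the mean of the plate negative controls plus 5 SD, cut at about 13% in these data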;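 also: phagocytic index as fraction of beads internalized from green versus red external bead signal; plate controls were DMSO negative control for no effect and cytochalasin-D positive control for full effect; some results beyond the cut were filed as inactive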
# HCT116 bCat-KO: primary screen for growth suppressors in beta-catenin knockout HCT116 cells (colon tumor, human). AID 818, 2007. actives 1.5% (n = 140,000). viability, % at 10 µM. HCT116 beta-catenin knockout viability, CellTiter-Glo, 60 h; active compounds read low;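 active = viability at or under a set limit, the compound median less 4 SD, cut at about 6% in these data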;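 also: 0% = Hyamine 1622 control at 20 µM and 100% = untreated cell control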
# Yeast life ext: compounds extending yeast replicative lifespan, primary screen, S. cerevisiae, OD615; S. cerevisiae growth with nicotinamide; deaD strain in restrictive glucose medium; AID 775, 2007; inhibition of the nicotinamide effect, % at 10 µM; actives 0.68% (n = 130,000);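 active = inhibition above a set limit, placed 3 SD over the median of all compounds, cut at about 26% in these data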;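 also: 0% = nicotinamide-treated wells and 100% = cells grown without nicotinamide; some compounds called inactive have numbers as strong as hits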
#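 Assay system: engineered S. cerevisiae DeaD replicative-lifespan strain, galactose-grown log-phase cells; medium: restrictive CSMM-D dextrose medium; also added: nicotinamide, 1.5 mM, co-present with compound; schedule: 48 h compound exposure at 30 °C, humidified; detection: absorbance at 615 nm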
# GALR2 antag: GALR2 antagonists in receptor-expressing cells, primary screen; Galanin receptor type 2 (Homo sapiens), O43603; inhibition, % at 4 µM; antagonist mode; AID 828, 2007; actives 0.39% (n = 140,000); in the data active = inhibition above about 27%;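 also: cells stimulated with galanin 1-16 at roughly its EC80; 0% = agonist challenge control and 100% = basal control without agonist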
# Target sequence (O43603 whole entry, looked up): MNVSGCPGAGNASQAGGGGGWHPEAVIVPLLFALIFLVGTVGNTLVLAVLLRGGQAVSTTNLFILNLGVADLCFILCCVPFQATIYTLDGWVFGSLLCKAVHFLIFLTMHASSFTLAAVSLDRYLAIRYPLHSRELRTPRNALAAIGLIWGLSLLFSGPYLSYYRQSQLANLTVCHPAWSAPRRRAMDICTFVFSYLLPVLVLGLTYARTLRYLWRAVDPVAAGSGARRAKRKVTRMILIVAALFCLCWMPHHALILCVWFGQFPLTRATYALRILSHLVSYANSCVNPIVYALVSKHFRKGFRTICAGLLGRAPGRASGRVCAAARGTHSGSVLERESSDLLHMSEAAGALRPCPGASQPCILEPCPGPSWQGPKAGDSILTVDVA
# NPY-Y2 antag: NPY-Y2 receptor antagonists, primary screen, cell-based | NPY-Y2 expressing cells, antagonist mode | AID 793, 2007 | actives 0.99% (n = 140,000) | inhibition, % at 2.7 µM | Neuropeptide Y receptor type 2 (Homo sapiens), P49146; in the data active = inhibition above about 17%;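 also: 0% = vehicle with agonist challenge and 100% = reference antagonist with challenge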
# Target sequence (P49146 whole entry, looked up): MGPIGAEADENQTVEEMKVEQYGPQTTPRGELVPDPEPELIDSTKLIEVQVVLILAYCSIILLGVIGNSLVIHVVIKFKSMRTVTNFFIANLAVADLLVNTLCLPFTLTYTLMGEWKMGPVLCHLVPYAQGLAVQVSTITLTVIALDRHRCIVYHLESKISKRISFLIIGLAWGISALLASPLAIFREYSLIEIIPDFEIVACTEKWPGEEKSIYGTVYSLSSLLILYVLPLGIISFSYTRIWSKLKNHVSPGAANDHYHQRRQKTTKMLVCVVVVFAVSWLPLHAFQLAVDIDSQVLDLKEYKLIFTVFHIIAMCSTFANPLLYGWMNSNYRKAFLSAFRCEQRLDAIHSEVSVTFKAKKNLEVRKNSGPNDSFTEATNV
# * hit, by the source's call; x = not tested or not shown. Not a hit list, and some 6.4% of all compounds hit somewhere here.
SMILES,E-sel TNF inh,Measles CPE,HCT116 PTEN-null,BB579 growth dn,MRP1 act,Phagocyt inh,HCT116 bCat-KO,Yeast life ext,GALR2 antag,NPY-Y2 antag
CCn1c(CNc2nc(-c3ccccc3)cs2)nnc1SCC(=O)NCc1ccco1,28,4,104,-83,-1.6,1,93,0,-10,1
O=C1CCc2nc3ccccc3c(=O)n2N1,13,18,120,-30,-0.8,4,96,12,-6,0
CSC1=NSC2=NC(=O)/C(=C\c3cccs3)C(=N)N12,11,21,73,-5,-2.6,x,58,43*,3,2
COc1ccc(CCNC(=O)c2cnccn2)cc1,x,18,109,-8,2.8,0,102,-12,x,x
O=C(O)CP(=O)(c1ccccc1)c1ccccc1,x,0,102,19,-2.1,0,93,-5,3,3
Cc1ccc(NC2(C(F)(F)F)N=C(c3ccccc3)NC2=O)nc1 (stereo unspecified),-8,2,87,-26,0.5,-9,94,0,-5,1
Cc1ccsc1C1C2=C(CCCC2=O)Nc2ncnn21 (stereo unspecified),20,10,92,-41,-0.4,0,90,1,-4,2
COc1ccc(C(=O)Nc2ccc3c4c(cccc24)CC3)cc1,18,3,72,-10,-1.4,-4,74,-18,-6,2
COCCNC(=O)CCCCCn1c(=S)[nH]c2ccccc2c1=O,0,29,92,-24,-1.6,x,88,-10,-4,1
O=C(Nc1nnc(-c2ccco2)o1)c1cccc2ccccc12,2,10,94,-23,-3.5,-4,87,-1,-2,10
c1ccc(-n2nnnc2Oc2cccc3cccnc23)cc1,-27,10,25,-30,-6.4,0,49,-21,-1,1
CCC(=O)N(CCC(c1ccccc1)c1ccco1)Cc1cccs1 (stereo unspecified),-13,35,73,-47,-4.2,x,74,4,18,22*
CC(C)(C)n1nc2c(c1NC(=O)COc1ccc3ccccc3c1)CS(=O)C2 (stereo unspecified),-5,3,107,-37,-1.2,1,92,-12,-7,2
CC1Cc2ccccc2N1C(=O)COC(=O)C1=COCCO1 (stereo unspecified),-5,3,103,-71,-0.9,0,94,-9,10,-2
Cc1cc(OCC(=O)N[C@@H](Cc2ccccc2)c2nc3ccccc3[nH]2)ccc1Cl,x,3,85,-33,-3.1,x,96,7,2,2
Cc1oc(C)c(C(=O)NCCCC(=O)O)c1C(=O)NCCCC(=O)O,x,15,94,-40,-1.2,x,95,-4,4,2
Cc1ccc(-n2nnnc2SCCNS(=O)(=O)c2ccccc2)cc1C,-9,2,75,-26,0.5,2,97,-9,4,1
COc1ccc(CC(=O)OCc2cc3cccc(C)c3[nH]c2=O)cc1,x,7,99,-44,-1.1,-1,99,-8,-5,9
CCOC(=O)c1nn(-c2ccccc2)c(=O)cc1SC(C)CC (stereo unspecified),-27,2,97,-6,-3.6,-1,92,7,0,2
OCn1ncn(-c2ccccc2)c1=S,23,8,93,-9,-0.2,-1,98,-12,3,-2
Cc1cccc(C)c1NC(=O)C/C(N)=N/O,-4,20,93,-32,-1.4,-3,100,-14,-1,5
CC(=O)Nc1cccc(C(=O)/C=C/c2cccs2)c1,-35,13,1.6*,-21,-4.7,6,1.5*,-1,13,2
CC(=O)N1CCc2cc(S(=O)(=O)NC(CC(C)C)C(=O)Nc3ccc4c(c3)OCCO4)ccc21 (stereo unspecified),-18,24,98,-17,-0.2,-2,99,-3,0,6
CCc1nc(-c2cc3ccc(C)cc3[nH]c2=O)no1,-9,3,104,-6,-1.2,-1,117,-24,4,-1
O=C(CN1C(=O)C2CC=CCC2C1=O)Nc1nnc(SCc2c(Cl)cccc2Cl)s1 (stereo unspecified),-2,7,101,-49,0.6,3,105,-12,-4,5
CC(=O)N1CCN(C(=O)c2ccc(-n3c(C)ccc3C)cc2)CC1,x,6,25,-15,-3.7,-2,31,-7,-24,1
CCc1nnc(NC(=O)c2ccc(S(=O)(=O)N3CCCc4ccccc43)cc2)o1,14,6,14,-93,-1.6,-1,18,0,-5,5
Cc1cc(NC(=O)c2ccc(C)s2)n(-c2nc3ccccc3[nH]2)n1,x,6,37,-8,-1.4,0,53,3,-16,2
CC(C)CN1C(=O)NC(NS(=O)(=O)c2ccc(N)cc2)(C(F)(F)F)C1=O (stereo unspecified),14,16,94,-4,0.7,-3,100,1,-3,2
O=C(CCOc1ccccc1)NCc1ccccc1,5,23,98,2,-2.2,-5,102,-5,2,4
CC(C)Cc1ccc(C#N)c(SCC(N)=O)n1,x,12,98,-72,-0.4,-1,101,15,5,0
O=C(NCCc1cccs1)C1CC(c2cccc([N+](=O)[O-])c2)=NO1 (stereo unspecified),-20,8,92,-6,-3.4,4,100,-25,-4,7
COc1ccc2c(c1)c(=O)cc(C)n2CC(=O)NCc1ccco1,-11,3,92,2,-2.2,0,90,-1,-1,-3
CCOC(=O)c1c(N)sc2c1CCC(C)C2 (stereo unspecified),11,15,97,-39,-0.7,0,99,-12,-3,1
Cc1cc(/C=N/NC(=O)C(O)(c2ccccc2)c2ccccc2)c(C)n1-c1ccccc1,x,9,81,-28,-0.5,12,91,1,19,6
COc1ccc(/C(O)=C2/C(=O)C(=O)N(Cc3cccnc3)C2c2ccco2)cc1OC (stereo unspecified),-47,4,95,20,-1.7,x,112,-11,6,-1
Fc1ccc(CSc2ncnc3sc4c(c23)CCCC4)cc1,11,6,84,-50,2.3,0,88,-13,0,4
CCCS(=O)(=O)Nc1c(C(=O)O)[nH]c2ccccc12,-44,20,88,-20,-3.2,-1,95,-22,-4,6
CCn1c(SCC(=O)Nc2nc(-c3ccccc3)cs2)nc2c1c(=O)n(C)c(=O)n2C,x,27,58,-24,-4.5,-9,62,-1,-6,9
Cc1cc(C(=O)COC(=O)c2ccccc2O)c(C)n1Cc1cccs1,-8,22,65,-48,2.3,-1,70,-13,-1,13
COc1ccc(S(=O)(=O)N2CCCC(C(=O)NCc3ccncc3)C2)cc1 (stereo unspecified),19,12,98,16,-4.1,0,94,2,-1,2
O=C(CS(=O)(=O)Cc1ccccc1)Nc1nc2ccccc2s1,-4,5,90,-58,-0.7,3,90,-11,5,1
O=S(=O)(Cc1ccccc1)NCc1cccnc1,23,3,95,45*,-1.3,-1,96,-18,-29,2
CCOC(=O)C1CCN(C(=O)c2cc(OCC)c(OCC)c(OCC)c2)CC1,-13,8,104,1,-2.3,-2,89,-4,-5,3
CCOc1ccccc1N(CC(=O)NC1CCCC1)C(=O)CCCC(=O)Nc1ccccn1,-7,22,87,2,-1.9,-2,92,-5,-8,0
Cn1nc(C(F)(F)F)c(C#N)c1N1CCN(c2ccc(F)cc2)CC1,16,14,75,-29,-2.0,-1,59,-5,-4,-1
N#Cc1cc(C(=O)c2ccccc2O)cn(-c2nccs2)c1=O,13,3,87,-32,-3.3,-2,90,16,15,1
C=CCOC(=O)C1=C(C)NC(C)=C(C(=O)OCC=C)C1/C=C/c1ccccc1,-15,27,46,-40,-2.9,x,54,6,-8,4
COCc1c(Br)c(C)nc(OCC(=O)N/N=C/c2cc(C)n(-c3ccc([N+](=O)[O-])cc3)c2C)c1C#N,x,11,100,-35,2.6,-13,95,-4,0,1
Cc1ccc(NC(=O)CC2SC3=NCCN3C2=O)cc1 (stereo unspecified),3,6,98,-10,2.1,x,108,-3,26,1
COc1cccc(C(=O)NCC(=O)OCc2ccc(F)cc2Cl)c1,x,4,92,-48,-1.0,-12,101,-3,4,2
CCCCCOC(=O)Cc1c(C)nc(-c2ccccc2)[nH]c1=O,21,3,88,-18,0.0,0,94,-7,-11,6
CC(C)(C)c1cc(Cc2ccccc2)[nH]n1,-2,21,96,-27,1.6,-3,105,-6,-1,2
CCc1ccc(N2C(=O)Cc3c2nc(N)c(C#N)c3N)cc1,-16,7,85,-31,-2.9,-1,89,-6,-3,-2
O=C(Nn1cnc2ccccc2c1=O)c1ccc(F)cc1Cl,-15,12,104,-82,-0.2,x,108,4,-11,1
COc1ccc(N2CCN(Cc3cc(=O)oc4cc(-c5ccccc5)c(O)cc34)CC2)cc1,x,2,6,-14,-2.9,0,14,-9,2,0
COc1ccc(N2CCN(C(=O)c3ccc(S(=O)(=O)N4CCOCC4)cc3)CC2)cc1,3,x,95,-51,-0.6,0,109,-15,-8,-1

# In the list so far, these have an aryl methoxy group:
SMILES,E-sel TNF inh,Measles CPE,HCT116 PTEN-null,BB579 growth dn,MRP1 act,Phagocyt inh,HCT116 bCat-KO,Yeast life ext,GALR2 antag,NPY-Y2 antag
COc1ccc(CCNC(=O)c2cnccn2)cc1,x,18,109,-8,2.8,0,102,-12,x,x
COc1ccc(C(=O)Nc2ccc3c4c(cccc24)CC3)cc1,18,3,72,-10,-1.4,-4,74,-18,-6,2
COc1ccc(CC(=O)OCc2cc3cccc(C)c3[nH]c2=O)cc1,x,7,99,-44,-1.1,-1,99,-8,-5,9
COc1ccc2c(c1)c(=O)cc(C)n2CC(=O)NCc1ccco1,-11,3,92,2,-2.2,0,90,-1,-1,-3
COc1ccc(/C(O)=C2/C(=O)C(=O)N(Cc3cccnc3)C2c2ccco2)cc1OC (stereo unspecified),-47,4,95,20,-1.7,x,112,-11,6,-1
COc1ccc(S(=O)(=O)N2CCCC(C(=O)NCc3ccncc3)C2)cc1 (stereo unspecified),19,12,98,16,-4.1,0,94,2,-1,2
COc1cccc(C(=O)NCC(=O)OCc2ccc(F)cc2Cl)c1,x,4,92,-48,-1.0,-12,101,-3,4,2
COc1ccc(N2CCN(Cc3cc(=O)oc4cc(-c5ccccc5)c(O)cc34)CC2)cc1,x,2,6,-14,-2.9,0,14,-9,2,0
COc1ccc(N2CCN(C(=O)c3ccc(S(=O)(=O)N4CCOCC4)cc3)CC2)cc1,3,x,95,-51,-0.6,0,109,-15,-8,-1
